# ELG1 genotoxic: inducers of genotoxicity in HEK293T ELG1-luciferase cells | HEK293T ELG1-luciferase reporter, luminescence, 16 h | Potency, µM (top dose mostly 46 µM), for inactives: at the highest dose activity change, positive = activation, hits mostly activators | 330,000 compounds, 1.3% hits; note: % of control where 0% means no effect; nearly all actives have a fitted effect of over 60% in size
#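 Step 1: seed 2,000 HEK293T ELG1-luciferase cells per well. Step 2: add compound or DMSO, incubate 16 hr at 37 °C. Step 3: ONE-Glo, 30 min at room temperature, read luminescence.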
# VP16 counter: inhibits Gal4-VP16 luciferase reporter, ROR gamma counter-screen; 310,000 compounds, 3.5% hits; Potency, µM (series often up to 53.6 µM), for inactives: at the highest dose activity, negative = inhibition, most hits filed as inhibitors; Drosophila S2 Gal4-VP16 UAS-luciferase, luminescence, 20 h;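 note: Gal4-VP16 expression switched on by copper sulfate through the metallothionein promoter; % is set by controls: 0 for no effect and ±100 for the full control effect; nearly all actives have a fitted effect of over 50% in size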
# FLuc counter: counter-screen for miR-21 project: firefly luciferase inhibitors or activators. purified FLuc, Km substrates, luminescence inhibition. Potency, µM (series often up to 57.5 µM), without a hit: top-dose activity change, negative = inhibition, hits mostly inhibitors. AID 588342. P08659. 360,000 compounds, 6.9% hits;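 note: plate controls were vehicle for no effect and reference inhibitor for full effect; nearly all actives have a fitted effect of over 55% in size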
#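 Purified P. pyralis luciferase (10nM final) with 10uM D-luciferin and 10uM ATP (Km levels) in 50mM Tris acetate pH 7.5, 10mM Mg acetate, 0.01% Tween-20, 0.05% BSA; qHTS 6-point titration, ~60 µM downward; luminescence read.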
# uPA generation: blocks generation of uPA at the cell surface; cell surface uPA generation assay, qHTS; Potency, µM (titrated, usually from 38.3 µM), inactives show at the highest dose activity change, negative = inhibition, most hits filed as inhibitors; 330,000 compounds, 0.31% hits; AID 540303; active = well fitted inhibition curve with a large enough effect; inconclusive = small, poorly fitted or top-dose-only effect; inactive = no such curve, though single readings can be large or run the other way; tested in mouse RAW 264.7 cells; note: % is set by controls: 0 for no effect and ±100 for the full control effect; nearly all actives have a fitted effect of over 55% in size
# MBNL1 CUG block: MBNL1-poly(CUG) RNA binding inhibition. Q9NR56. TR-FRET MBNL1-His/biotin-(CUG)12 binding, 665/545 ratio. Potency, µM (highest dose often 57.5 µM), inactives show at the top dose activity change, negative = inhibition, hits mostly inhibitors. 280,000 compounds, 0.036% hits. AID 2675; active = well fitted inhibition curve with a large enough effect in the signal ratio, with a control signal flat, not every such curve was filed as active; inconclusive = small, poorly fitted or top-dose-only effect, or effect the other way, or a change in a side signal; inactive = no such curve, though single readings can be large or run the other way; the % refers to the signal ratio; note: % is set by controls: 0 for no effect and ±100 for the full control effect
#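 Inhibition of protein-RNA binding appears as loss of TR-FRET between terbium anti-His antibody on MBNL1-His and streptavidin-XL665 on biotin-(CUG)12. Activity is normalized to buffer-only and uninhibited-complex controls.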
# CXXC DNA block: blocks binding of human MLL CXXC domain to DNA; AID 2662; Potency, µM (doses to about 115 µM), inactives show at the highest dose activity change, negative = inhibition, hits mostly inhibitors; Q03164; MLL-CXXC / FITC-HOXA9 DNA fluorescence polarization; 290,000 compounds, 0.037% hits; active = well fitted inhibition curve with a large enough effect in the polarisation, with a control signal flat, not every such curve was filed as active; inconclusive = small, poorly fitted or top-dose-only effect, or effect the other way, or a change in a side signal; inactive = no such curve, though single readings can be large or run the other way; the % refers to the polarisation
# Target sequence (Q03164 whole entry, looked up, the tested form may be a part): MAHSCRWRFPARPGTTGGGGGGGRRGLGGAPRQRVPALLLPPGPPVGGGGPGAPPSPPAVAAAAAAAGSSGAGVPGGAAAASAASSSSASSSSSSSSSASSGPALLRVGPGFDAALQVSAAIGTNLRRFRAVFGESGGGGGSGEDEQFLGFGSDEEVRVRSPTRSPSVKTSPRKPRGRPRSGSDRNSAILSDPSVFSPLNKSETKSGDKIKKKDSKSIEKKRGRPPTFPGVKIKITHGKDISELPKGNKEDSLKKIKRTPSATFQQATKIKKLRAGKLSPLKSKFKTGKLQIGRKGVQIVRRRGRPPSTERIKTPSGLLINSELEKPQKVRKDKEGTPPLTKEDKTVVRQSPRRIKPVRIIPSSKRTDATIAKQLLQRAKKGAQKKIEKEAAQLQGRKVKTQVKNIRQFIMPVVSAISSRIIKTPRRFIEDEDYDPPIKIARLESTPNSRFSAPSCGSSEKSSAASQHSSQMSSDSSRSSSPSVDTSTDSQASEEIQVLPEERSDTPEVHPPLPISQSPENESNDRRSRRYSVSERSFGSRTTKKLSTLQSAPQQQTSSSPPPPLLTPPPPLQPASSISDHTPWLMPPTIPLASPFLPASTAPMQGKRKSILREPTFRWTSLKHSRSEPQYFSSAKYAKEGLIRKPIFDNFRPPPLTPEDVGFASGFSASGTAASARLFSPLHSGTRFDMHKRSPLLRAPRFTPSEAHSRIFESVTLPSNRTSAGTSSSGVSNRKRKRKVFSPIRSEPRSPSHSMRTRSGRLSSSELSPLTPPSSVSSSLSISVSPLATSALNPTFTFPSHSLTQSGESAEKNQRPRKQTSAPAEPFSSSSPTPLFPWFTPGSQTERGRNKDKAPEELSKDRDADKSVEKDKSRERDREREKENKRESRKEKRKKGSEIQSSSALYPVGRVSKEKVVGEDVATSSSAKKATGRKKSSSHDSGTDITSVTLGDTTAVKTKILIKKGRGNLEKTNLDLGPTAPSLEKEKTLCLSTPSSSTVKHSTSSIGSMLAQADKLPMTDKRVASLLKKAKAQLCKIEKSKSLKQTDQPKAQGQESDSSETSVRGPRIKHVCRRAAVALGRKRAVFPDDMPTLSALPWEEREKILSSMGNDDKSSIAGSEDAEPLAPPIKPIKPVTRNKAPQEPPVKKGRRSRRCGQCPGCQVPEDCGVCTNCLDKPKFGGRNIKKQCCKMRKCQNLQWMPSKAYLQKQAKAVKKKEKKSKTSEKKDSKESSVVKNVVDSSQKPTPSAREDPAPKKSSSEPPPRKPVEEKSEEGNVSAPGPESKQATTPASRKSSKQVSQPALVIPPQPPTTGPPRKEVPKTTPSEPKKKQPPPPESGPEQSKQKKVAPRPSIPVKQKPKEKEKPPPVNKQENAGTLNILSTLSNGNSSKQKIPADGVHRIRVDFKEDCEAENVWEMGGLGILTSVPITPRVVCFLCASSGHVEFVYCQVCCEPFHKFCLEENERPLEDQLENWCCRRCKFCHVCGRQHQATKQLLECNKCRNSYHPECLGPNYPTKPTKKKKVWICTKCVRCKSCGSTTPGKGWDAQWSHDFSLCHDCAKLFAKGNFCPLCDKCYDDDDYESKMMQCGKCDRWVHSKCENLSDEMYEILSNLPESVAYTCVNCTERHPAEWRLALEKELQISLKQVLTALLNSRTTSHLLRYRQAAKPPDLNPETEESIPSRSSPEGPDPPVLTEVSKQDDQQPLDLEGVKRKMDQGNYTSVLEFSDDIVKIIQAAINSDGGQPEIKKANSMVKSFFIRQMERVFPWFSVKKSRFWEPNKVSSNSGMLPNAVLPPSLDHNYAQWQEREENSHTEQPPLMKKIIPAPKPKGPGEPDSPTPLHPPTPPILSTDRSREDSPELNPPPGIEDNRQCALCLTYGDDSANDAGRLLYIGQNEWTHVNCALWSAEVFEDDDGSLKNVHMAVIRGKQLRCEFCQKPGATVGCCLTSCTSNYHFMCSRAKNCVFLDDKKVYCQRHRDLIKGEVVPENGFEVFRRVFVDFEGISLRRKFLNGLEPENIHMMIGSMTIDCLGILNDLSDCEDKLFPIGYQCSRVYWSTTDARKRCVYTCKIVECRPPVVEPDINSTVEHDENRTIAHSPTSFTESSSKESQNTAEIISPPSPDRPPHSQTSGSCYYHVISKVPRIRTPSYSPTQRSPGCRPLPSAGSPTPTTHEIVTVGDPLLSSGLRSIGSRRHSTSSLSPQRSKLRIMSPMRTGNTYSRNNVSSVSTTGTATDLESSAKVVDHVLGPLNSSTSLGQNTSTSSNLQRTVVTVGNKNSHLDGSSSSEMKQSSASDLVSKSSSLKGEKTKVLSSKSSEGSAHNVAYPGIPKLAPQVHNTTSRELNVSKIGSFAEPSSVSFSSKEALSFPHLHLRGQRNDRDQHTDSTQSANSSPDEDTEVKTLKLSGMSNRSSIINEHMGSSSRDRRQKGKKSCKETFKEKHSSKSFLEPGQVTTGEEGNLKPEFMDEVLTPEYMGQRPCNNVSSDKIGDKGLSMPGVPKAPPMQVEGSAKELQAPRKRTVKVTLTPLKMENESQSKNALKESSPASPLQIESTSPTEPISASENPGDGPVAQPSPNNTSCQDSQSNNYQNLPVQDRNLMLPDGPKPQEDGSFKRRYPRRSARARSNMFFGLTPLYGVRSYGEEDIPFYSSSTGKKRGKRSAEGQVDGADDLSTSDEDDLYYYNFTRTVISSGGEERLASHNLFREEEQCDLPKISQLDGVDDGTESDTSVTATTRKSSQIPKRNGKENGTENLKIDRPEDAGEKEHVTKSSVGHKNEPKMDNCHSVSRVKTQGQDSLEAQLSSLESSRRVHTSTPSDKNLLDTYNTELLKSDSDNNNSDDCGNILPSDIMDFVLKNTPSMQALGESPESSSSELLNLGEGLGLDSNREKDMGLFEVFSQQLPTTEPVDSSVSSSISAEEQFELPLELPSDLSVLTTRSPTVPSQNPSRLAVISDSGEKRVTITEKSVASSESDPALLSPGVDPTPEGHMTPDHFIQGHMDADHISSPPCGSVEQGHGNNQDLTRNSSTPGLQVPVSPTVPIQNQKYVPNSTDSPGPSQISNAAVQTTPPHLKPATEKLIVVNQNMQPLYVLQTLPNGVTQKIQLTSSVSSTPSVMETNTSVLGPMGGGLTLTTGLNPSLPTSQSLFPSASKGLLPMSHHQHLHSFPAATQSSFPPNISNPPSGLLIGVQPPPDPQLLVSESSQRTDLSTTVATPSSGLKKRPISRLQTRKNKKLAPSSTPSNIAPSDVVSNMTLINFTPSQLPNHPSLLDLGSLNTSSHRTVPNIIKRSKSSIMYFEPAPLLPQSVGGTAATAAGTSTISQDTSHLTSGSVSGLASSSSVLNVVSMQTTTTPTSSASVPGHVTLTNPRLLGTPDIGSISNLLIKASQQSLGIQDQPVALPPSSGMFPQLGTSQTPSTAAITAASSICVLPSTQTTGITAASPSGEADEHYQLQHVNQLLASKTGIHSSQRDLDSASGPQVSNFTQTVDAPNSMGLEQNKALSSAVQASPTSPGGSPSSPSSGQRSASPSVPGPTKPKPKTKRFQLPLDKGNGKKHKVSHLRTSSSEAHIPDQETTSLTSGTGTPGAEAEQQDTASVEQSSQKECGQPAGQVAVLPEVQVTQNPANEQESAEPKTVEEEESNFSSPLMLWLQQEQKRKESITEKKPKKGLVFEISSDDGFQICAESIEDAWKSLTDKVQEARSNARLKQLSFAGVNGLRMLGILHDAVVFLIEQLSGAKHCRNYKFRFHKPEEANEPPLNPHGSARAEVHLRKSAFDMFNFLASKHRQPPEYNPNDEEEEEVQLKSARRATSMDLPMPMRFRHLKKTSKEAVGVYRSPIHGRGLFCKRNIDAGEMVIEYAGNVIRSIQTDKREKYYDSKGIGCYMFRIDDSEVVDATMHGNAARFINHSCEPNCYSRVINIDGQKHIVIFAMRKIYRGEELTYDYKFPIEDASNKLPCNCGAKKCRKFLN
#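 Fluorescence polarization: 7 uM MLL-CXXC (stock) preincubated 5 min with compounds, then 50 nM fluorescein-HOX-A9 DNA (stock) added; 30 min ambient. Buffer 50 mM Tris-HCl pH 7.5, 50 mM NaCl, 1 mM DTT, 0.05% BSA.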
# RORgamma inh: blocks mouse ROR gamma transcriptional activity; Potency, µM (top dose mostly 53.6 µM), inactives show at the highest dose activity change, negative = inhibition, most hits filed as inhibitors; Drosophila S2 Gal4-RORgamma UAS-luciferase reporter, 20 h; 310,000 compounds, 5.4% hits; P51450; note: % is set by controls: 0 for no effect and ±100 for the full control effect; nearly all actives have a fitted effect of over 60% in size
#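 Stably transfected Drosophila Schneider cells are the test system, with ROR gamma fused to Gal4 and luciferase under UAS control; luminescence is read after 20 hr of 700 uM copper sulfate induction at ambient temperature.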
# p53 reactivator: mutant p53 re-activation in reporter cells | H1299 p53-A138V BP100-luciferase reporter, luminescence, 24 h | Potency, µM (titrated, usually from 92.2 µM), inactives show top-dose activity change, positive = activation, usual class: activators | 320,000 compounds, 0.063% hits | AID 504706; note: % of control where 0% means no effect; nearly all actives have a fitted effect of over 45% in size
#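 H1299 (p53-null), stable ts p53-A138V + BP100-Luc; 1000 cells/well, Opti-MEM/10% FBS; cpd 4 pt, 1:5; 24 h, 37 deg C, 5% CO2; detection reagent 10 min RT; luminescence.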
# Rab9 prom act: Rab9 promoter activation. Huh7 Rab9 promoter-luciferase reporter, luminescence, 24 h. Potency, µM (titrated, usually from 9.22 µM), without a hit: top-dose activation, negative = inhibition, most hits filed as activators. 320,000 compounds, 2.8% hits. AID 485297; note: % of control where 0% means no effect; nearly all actives have a fitted effect of over 60% in size
#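 Huh7 reporter line, Rab9 promoter upstream of luciferase. Compound exposure 24 h at 37 °C in reduced-serum medium with 10% FBS. Read-out: luminescence.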
# NPC1 prom act: NPC1 promoter activation; Huh7 NPC1 promoter luciferase reporter, 24 h; Potency, µM (doses to about 9.22 µM), for the others: at the top dose activation, hits mostly activators; 320,000 compounds, 2.4% hits; AID 485313;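 note: % of control where 0% means no effect; nearly all actives have a fitted effect of over 60% in size; reporter is driven by a mutant NPC1 promoter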
#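 Huh7 reporter cells (NPC1 promoter driving luciferase) are dosed with compound for 24 h at 37 °C, 5% CO2; luciferase detection reagent is then added and luminescence measured after 10 min at ambient temperature.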
# BRCA1 expr act: increases BRCA1 expression | MCF7-BRCA1-FFLuc reporter, luminescence, 48 h; response scale: scaled: vehicle 0%, 10 µM genistein 100% | Potency, µM (top dose mostly 46.1 µM), without a hit: top-dose activation, most hits filed as activators | 380,000 compounds, 1.1% hits | AID 624202; note: nearly all actives have a fitted effect of over 80% in size; some results filed as inactive show a strong effect at the top dose
#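 MCF7-BRCA1-FFLuc cells, 2000/well in phenol-red-free MEM, attached 2 h then treated 48 h at 37 C. Luciferase luminescence read 15 min after reagent; normalized to genistein maximum activation (10microM) and DMSO, concentration-response fitted.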
# * = called active by the depositor; ? = inconclusive; / = no result given; [ ] = remark or other dose. Unless noted, calls come from the whole dose curve; as a rule, active = well fitted curve in the direction sought with a large enough effect; inconclusive = small, poorly fitted or top-dose-only effect, or another doubt; inactive = no such curve, though single readings can be large; an effect the other way counts as inactive or inconclusive. Potency is the fitted concentration of half-maximal effect. A portion of the library; count on the stated rates, not on these rows.
No.	SMILES	ELG1 genotoxic	VP16 counter	FLuc counter	uPA generation	MBNL1 CUG block	CXXC DNA block
1	CN(Cc1ccccc1)C(=O)c1cccc(C(=O)N(C)Cc2ccccc2)c1	-4%	10%	0%	0%	-3%	-5%
2	Cc1cc2cc(CNC(=O)c3ccc(S(=O)(=O)N4CCCCC4)cc3)ccc2[nH]1	1%	0%	-15%	4%	13%	-3%
3	Cc1cc2cc(CCNC(=O)c3c(-c4ccccc4Cl)noc3C)c(=O)[nH]c2cc1C	-23%	-3%	0%	/	-4%	2%
4	Cc1cc(C)n(CC(=O)NCc2ccccc2)c(=O)c1C#N	0%	0%	-2%	22%	2%	-4%
5	CCOC(=O)c1c(C)[nH]c(C)c1S(=O)(=O)N(C)CC(=O)N1CCN(c2ccc(OC)cc2)CC1	4%	-5%	17%	21%	0%	4%
6	COc1ccc(CCN2CC(C(=O)Nc3ccc(S(C)(=O)=O)cc3)CC2=O)cc1OC (stereo not drawn)	-1%	/	4%	22%	/	/
7	COc1ccc(S(=O)(=O)NCCCN2CCOCC2)c2ccccc12	-1%	-9%	-1%	0%	4%	1%
8	CCOC(=O)C1CCN(C(=O)c2c(-c3ccccc3)noc2C)CC1	-1%	7%	2%	/	-12%	-14%
9	CC(CN1CCCCC1)OC(=O)c1ccc(Cl)cc1Cl (stereo not drawn)	1%	8%	2%	-4%	-3%	1%
10	CC(Oc1ccccc1)C(=O)N1CCN=C1SCc1cccc(F)c1 (stereo not drawn)	-2%	1%	4%	-5%	-3%	-1%
11	COc1cccc(C(CNC(=O)C(c2ccccc2)c2ccccc2)N(C)C)c1 (stereo not drawn)	0%	-6%	-1%	-2%	-4%	23%
12	Cc1cccnc1NC(=O)Cn1nc([N+](=O)[O-])cc1C	1%	-3%	-1%	-1%	13%	-2%

No.	RORgamma inh	p53 reactivator	Rab9 prom act	NPC1 prom act	BRCA1 expr act
1	-14%	-4%	6%	1%	-3%
2	6%	-2%	-2%	1%	-22%
3	45%	-9%	-3%	-1%	/
4	-3%	/	-4%	-5%	17%
5	4%	4%	6%	0%	2%
6	/	3%	-4%	1%	-3%
7	13%	-3%	1%	1%	0%
8	1%	1%	-15%	0%	4%
9	-21%	22%	-7%	-3%	3%
10	20%	4%	0%	-2%	-20%
11	-17%	2%	1%	-4%	-32%
12	5%	7%	-11%	-1%	2%

# Whole records, looked up by structure:
# CN(Cc1ccccc1)C(=O)c1cccc(C(=O)N(C)Cc2ccccc2)c1 across the screens: ELG1 genotoxic = -4%; VP16 counter = 10%; FLuc counter = 0%; uPA generation = 0%; MBNL1 CUG block = -3%; CXXC DNA block = -5%; RORgamma inh = -14%; p53 reactivator = -4%; Rab9 prom act = 6%; NPC1 prom act = 1%; BRCA1 expr act = -3%
# CC(CN1CCCCC1)OC(=O)c1ccc(Cl)cc1Cl (stereo not drawn) across the screens: ELG1 genotoxic = 1%; VP16 counter = 8%; FLuc counter = 2%; uPA generation = -4%; MBNL1 CUG block = -3%; CXXC DNA block = 1%; RORgamma inh = -21%; p53 reactivator = 22%; Rab9 prom act = -7%; NPC1 prom act = -3%; BRCA1 expr act = 3%

# The main list resumes with the 2 entries that preceded the break.
No.	SMILES	ELG1 genotoxic	VP16 counter	FLuc counter	uPA generation	MBNL1 CUG block	CXXC DNA block
11	COc1cccc(C(CNC(=O)C(c2ccccc2)c2ccccc2)N(C)C)c1 (stereo not drawn)	0%	-6%	-1%	-2%	-4%	23%
12	Cc1cccnc1NC(=O)Cn1nc([N+](=O)[O-])cc1C	1%	-3%	-1%	-1%	13%	-2%
13	CC(C)C(OC(=O)c1cccs1)C(=O)NCc1ccccc1 (stereo not drawn)	5%	-15%	1%	12%	1%	7%
14	Cc1cccc(N2C(=O)C(Oc3ccc(Cl)cc3Cl)C2C(=O)O)c1C (stereo not drawn)	0%	?	0%	4%	-13%	0%
15	O=C(N/C(=C\c1ccc([N+](=O)[O-])cc1)C(=O)N1CCOCC1)c1cccc(Br)c1	-8%	-11%	3%	-10%	?	27%
16	CCCCN(C(=O)c1ccc(-c2ccc([N+](=O)[O-])cc2)o1)c1c(N)n(CCCC)c(=O)[nH]c1=O	1%	/	4%	4%	/	/
17	O=C(O)c1cccc2c1C(=O)c1ccc(-c3ccc(F)cc3F)cc1S2(=O)=O	2%	/	?	0%	/	/
18	O=C(N1CCOCC1)N(Cc1cccs1)C1CCCC1	1%	0%	2%	-9%	-6%	4%
19	O=C(NCc1cccc(C(F)(F)F)c1)C1CCN(c2ncccn2)CC1	2%	-3%	4%	3%	-11%	-6%
20	O=C(NN1C(=O)c2ccccc2C1=O)c1ccc2c(c1)C(=O)N(CC1CCCO1)C2=O (stereo not drawn)	9%	-14%	?	3%	?	2%
21	CCOc1cccc(-c2cc(-c3n[nH]c(=S)n3CC)c3ccccc3n2)c1	-10%	?	12µM*	/	22%	-4%
22	Oc1ccc(Br)cc1/C=N/Nc1nc(N2CCCCC2)nc(N2CCOCC2)n1	-1%	-1%	-3%	9%	6%	0%
23	CC(Sc1nc2c(c(=O)[nH]1)CCCC2)C(=O)Nc1ccc(Br)cn1 (stereo not drawn)	3%	-1%	3%	0%	-2%	-6%
24	C/C(Cl)=C/Cn1c(SCc2ccc(Cl)cc2)nc2c1c(=O)[nH]c(=O)n2C	9%	0%	3%	-7%	4%	13%

No.	RORgamma inh	p53 reactivator	Rab9 prom act	NPC1 prom act	BRCA1 expr act
11	-17%	2%	1%	-4%	-32%
12	5%	7%	-11%	-1%	2%
13	17%	8%	9%	0%	2%
14	7%	-7%	1%	7%	-12%
15	18%	-2%	-1%	-1%	-2%
16	/	-1%	-2%	1%	-33%
17	/	22%	-4%	0%	-5%
18	-27%	-1%	-5%	-9%	-12%
19	-25%	-4%	2%	5%	-3%
20	4%	17%	1%	1%	-9%
21	0.13µM*	-2%	-6%	8%	-1%
22	-13%	0%	-4%	-4%	0%
23	0%	-2%	-3%	0%	-18%
24	-19%	2%	-2%	-3%	-12%

# Remaining list, next part
No.	SMILES	ELG1 genotoxic	VP16 counter	FLuc counter	uPA generation	MBNL1 CUG block	CXXC DNA block
25	Cc1cccc(-n2c(=O)c3c(C)c(C)sc3n(CC(N)=O)c2=O)c1	5%	7%	-5%	0%	4%	1%
26	Cc1ccc(-c2c3c(=O)n(C)c(=O)n(C)c3cn2-n2cnnc2)cc1	15%	?	0%	-8%	10%	?
27	CCN(CC)Cc1cc(C(C)=O)ccc1O	4%	-4%	-1%	2%	-2%	10%
28	Cc1ccc(NC(=S)Nc2ccc3[nH]c(=O)[nH]c3c2)cc1C	1%	?	-11%	2%	/	-2%
29	CCOCCCNC(=S)N1CCN(c2nc(-c3ccc(F)cc3)cs2)CC1	-7%	?	?	-14%	5%	1%
30	CCCn1c(CNc2ccc(Br)cc2)nc2ccccc21	0%	?	17µM*	-78%	8%	-1%
31	COc1ccc(-n2nnnc2SCC#CCO)cc1	14%	-1%	0%	-17%	5%	-4%
32	Cc1cc(C)c[n+](CC(=O)c2cc3ccccc3oc2=O)c1	-3%	1%	3%	2%	?	0%
33	CC(C)c1cc(NC(=O)CCl)on1	2%	?	-1%	6.3µM*	-2%	-10%
34	CC(C)Oc1nc(-c2ccccc2Cl)nc2ccccc12	0%	-8%	-2%	-4%	5%	-11%
35	CC(C)(C)c1ccc(C(=O)NCC(=O)NCc2ccccn2)cc1	3%	/	-19%	6%	/	/
36	COc1cc2c(cc1OC)-c1cc(OCc3cccnc3)nc(=O)n1CC2	15%	-20%	-8%	-4%	11%	-2%

No.	RORgamma inh	p53 reactivator	Rab9 prom act	NPC1 prom act	BRCA1 expr act
25	1%	1%	19%	0%	-2%
26	16µM*	-26%	20%	-2%	-30%
27	-15%	-3%	-4%	-2%	-3%
28	11µM*	0%	1%	1%	0%
29	36%[1.91 µM]	-2%	-22%	-12%	-33%
30	?	21%	28%	1%	-24%
31	0%	13%	9%	-3%	-7%
32	2%	-1%	-2%	3%	-30%
33	?	?	-2%	-15%	-43%
34	26%	-3%	-1%	0%	-29%
35	/	5%	-3%	-4%	3%
36	-25%	-22%	3%[1.84 µM]	-1%	-17%

# Screening results deposited in PubChem BioAssay by National Center for Advancing Translational Sciences (NCATS).
